PKA-R1A act – activates the PKA-R1A holoenzyme complex; actives 0.083% (n = 340,000); PKA-R1A dissociation, Cy5-IP20 fluorescence polarization; scaled: DMSO 0%, 113 µM cGMP 100%; AID 504707; activation, % at 11.4 µM;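 active = percent activation above the mean of all tested compounds plus 3 SD, cut at about 19% in these data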;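 also: higher means more PKAc released from R1A so a rise in polarization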
SUMO Mot1 rescue – SUMOylation pathway inhibition by Mot1-301 growth rescue | S. cerevisiae Mot1-301 growth rescue, ATP luminescence, 38.5C; percent above DMSO median, 100 means doubled | growth rescue, % at 18.8 µM | actives 1% (n = 320,000) | AID 2716;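 active = every valid replicate shows activation above 250% relative to neutral control wells; inactive = the rest, any valid replicate at or below 250%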;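 also: OY570 slx delta 5 strain wells were the positive control but not used for scaling; some compounds called inactive have numbers as strong as hits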
phage Ecoli inh – E. coli growth loss with phage present | growth absorbance | inhibition, % at 11.9 µM | actives 0.26% (n = 360,000) | AID 651602; in the data active = inhibition above about 11%
MOR-DOR inv ag – inverse agonists of human mu-delta opioid receptor heterodimerization. P35372+P41143. cell-based MOR-DOR heterodimer luminescence, inverse agonism. inhibition, % at 9.3 µM. actives 0.21% (n = 340,000); in the data active = inhibition above about 22%, passing the limit was not always enough;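 also: 0% = cells with DMSO and 100% = wells without cells with DMSO; values of inactives mirror those of a sister screen read the other way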
PfHsp90 yeast 2 – inhibits growth of yeast expressing Plasmodium falciparum Hsp90 | S. cerevisiae expressing PfHsp90, BacTiter-Glo ATP, 48 h; yeast lacking PDR1 and PDR3 efflux regulators | inhibition, % at 9.4 µM | actives 0.32% (n = 310,000);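 active = every replicate shows inhibition above about 80%, whatever the replicate mean, limit read from the data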;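 also: 0% = DMSO neutral controls and 100% = 20 µM radicicol positive controls; yeast relying on Plasmodium falciparum Hsp90 in place of its own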
HTR5A inv ctr – counter-screen for OPRM1-OPRD1 inverse agonists: human HTR5A inverse agonism | P47898 | HTR5A cell line, luminescence | inhibition, % at 9.3 µM | actives 0.083% (n = 340,000); in the data active = inhibition mostly above about 23%, no sharp cut-off; inactive = mostly below about 18%;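 also: 0% = cells with DMSO and 100% = no-cell wells with DMSO; some compounds called inactive have numbers as strong as hits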
DSG3 Ab inh – blocks pemphigus antibody binding to human desmoglein-3. DSG3-coupled beads, scFv-anti-DSG3-GFP binding, flow cytometry; stronger effect = lower value. AID 588358. actives 0.48% (n = 310,000). binding (percent of control), % at 10 µM. P32926;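 active = binding more than 3 SD below its plate's average and above zero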;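 also: hits lower antibody fragment binding to DSG3; some compounds called inactive have numbers as strong as hits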
Target sequence (P32926 whole entry, looked up, the tested form may be a part): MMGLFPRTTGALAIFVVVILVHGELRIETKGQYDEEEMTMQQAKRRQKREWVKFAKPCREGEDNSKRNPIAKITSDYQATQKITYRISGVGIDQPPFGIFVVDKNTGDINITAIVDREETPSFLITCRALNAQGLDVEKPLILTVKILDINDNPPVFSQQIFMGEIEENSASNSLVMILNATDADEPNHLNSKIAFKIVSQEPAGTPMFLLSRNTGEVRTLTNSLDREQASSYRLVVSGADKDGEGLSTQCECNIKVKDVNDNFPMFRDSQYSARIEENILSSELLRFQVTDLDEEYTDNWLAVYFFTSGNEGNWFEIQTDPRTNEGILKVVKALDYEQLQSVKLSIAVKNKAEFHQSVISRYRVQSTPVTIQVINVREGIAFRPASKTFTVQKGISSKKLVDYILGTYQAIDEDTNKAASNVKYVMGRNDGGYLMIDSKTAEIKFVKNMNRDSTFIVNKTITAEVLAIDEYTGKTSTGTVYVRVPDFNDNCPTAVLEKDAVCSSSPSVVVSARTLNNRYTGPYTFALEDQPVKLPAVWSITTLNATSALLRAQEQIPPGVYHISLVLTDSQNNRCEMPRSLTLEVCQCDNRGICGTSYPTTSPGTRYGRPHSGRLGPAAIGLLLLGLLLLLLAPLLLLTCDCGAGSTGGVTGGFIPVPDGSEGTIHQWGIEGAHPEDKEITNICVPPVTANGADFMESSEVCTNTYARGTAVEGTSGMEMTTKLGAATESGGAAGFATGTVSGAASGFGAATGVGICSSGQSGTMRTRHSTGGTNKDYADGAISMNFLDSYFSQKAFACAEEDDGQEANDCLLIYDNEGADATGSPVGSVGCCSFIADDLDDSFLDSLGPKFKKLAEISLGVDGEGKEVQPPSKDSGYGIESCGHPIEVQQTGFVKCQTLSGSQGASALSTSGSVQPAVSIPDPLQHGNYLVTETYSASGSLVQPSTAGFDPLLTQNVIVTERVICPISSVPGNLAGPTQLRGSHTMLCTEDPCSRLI
AddAB inh – less growth of phage-infected E. coli with AddAB. E. coli expressing H. pylori AddAB, absorbance growth. actives 0.29% (n = 330,000). inhibition, % at 11.9 µM. AID 435030; in the data active = inhibition above about 12%;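 also: 0% = vehicle wells of infected cells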
MOR-DOR ag – agonists of human mu-delta opioid receptor heterodimerization; actives 0.3% (n = 340,000); cells, OPRM1-OPRD1 heterodimerization, luminescence; activation, % at 9.3 µM; AID 504326; P35372+P41143; in the data active = activation above about 18%;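 also: 0% = vehicle-treated cells and 100% = reference agonist; values of inactives mirror those of a sister screen read the other way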
HTR5A ag – counter-screen for OPRM1-OPRD1 agonists: human HTR5A agonism | P47898 | HTR5A agonist assay, luminescence, cell-based | activation, % at 9.3 µM | actives 0.61% (n = 340,000) | AID 504692; in the data active = activation mostly above about 9.5%, no sharp cut-off; inactive = mostly below about 7.6%;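 also: 0% = cells with vehicle only and 100% = reference agonist; strong numbers were not always called active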
E coli growth – bacterial growth inhibition, counter-screen for AddAB inhibitors. actives 0.27% (n = 330,000). AID 449728. E. coli V3065 growth, OD600 absorbance, 18 h. inhibition, % at 11.9 µM;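 active = inhibition above the campaign's mean inhibition across all tested compounds plus 3 SD, cut at about 9.9% in these data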;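 also: uninfected addAB+ strain grown without phage in ampicillin broth; 0% = DMSO wells and 100% = ciprofloxacin 0.95 µg/ml wells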
* hit, by the source's call; nt = not tested or not shown.

SMILES	PKA-R1A act	SUMO Mot1 rescue	phage Ecoli inh	MOR-DOR inv ag	PfHsp90 yeast 2	HTR5A inv ctr	DSG3 Ab inh	AddAB inh	MOR-DOR ag	HTR5A ag	E coli growth
COc1ccc(-n2nnnc2SCC(=O)Nc2ccccc2N2CCOCC2)cc1OC	-5	9	1.7	2	-11	19	105	1.9	-0.3	-3	1.6
Cc1cc(C)c[n+](CC(=O)c2c(C)cc(C)c([N+](=O)[O-])c2C)c1	1	-2	1.8	19	-1	-22	101	0.8	-3.9	6	0.9
O=C1COc2ccc(C(=O)COC(=O)Cc3c(F)cccc3Cl)cc2N1	-12	nt	4.0	20	-3	1	95	nt	-4.1	1	nt
Cc1ccccc1NS(=O)(=O)c1ccc(C)c(NS(C)(=O)=O)c1C	4	194	3.0	9	19	-5	108	4.4	-1.8	-3	0.5
O=C(CSc1nc(-c2ccccc2)nc2ccc(F)cc12)Nc1cccc(C(=O)O)c1	9	535*	-0.3	16	-31	7	122	1.9	-3.1	-4	0.1
Cc1ccc(Sc2c([N+](=O)[O-])c(C)nn2C)cc1	7	-11	1.3	4	18	11	106	-3.1	-0.8	-1	-1.6
CCC(=O)Nc1ccc(C(=O)N/N=C/c2cccnc2)cc1	6	9	2.7	6	8	8	98	0.9	-1.2	11	-2.5
O=C(COC(=O)CCC1CCCC1)Nc1ccc(F)cc1Cl	0	42	1.5	-12	1	-6	nt	-0.9	2.8	2	-1.2
O=C(c1ccco1)N1CCN(S(=O)(=O)c2ccc3c(c2)OCCO3)CC1	-1	nt	-0.1	16	18	7	109	-1.3	-3.2	-3	2.4
C=CCSC1=C(C#N)C(c2cc(Br)c(O)c(OC)c2)CC(=O)N1 (configuration not stated)	0	5	1.8	20	-16	6	97	-0.3	-3.5	1	-3.9
O=[N+]([O-])c1ccc(/C=N/Nc2ncc(Br)cn2)cc1	-7	-2	1.5	18	-8	-3	93	nt	-3.9	1	nt
CCOC(=O)C1=C(Cc2ccc(Cl)cc2)C(=O)c2ccccc2C1=O	-9	29	nt	-52	105*	-31	109	-2.8	9.7	8	-2.6
O=C(Cc1c[nH]c2ccccc12)NCc1cccs1	11	4	-0.7	11	16	-3	110	3.2	-2.1	-1	-0.7
O=C(NCc1cccnc1)Nc1ccccc1F	-5	11	1.1	7	23	8	100	2.8	-1.1	6	-0.6
O=C(CN1CCCC1)NC(c1ccccc1)c1ccccc1	-7	6	2.2	9	24	16	119	-0.7	-1.6	-2	2.0
O=C(CSc1nc2ccccc2[nH]1)Nc1ccccc1N1CCOCC1	2	-7	1.7	5	9	-28	101	-0.7	-0.9	0	-0.5
CCCC(=O)OCCn1c(Br)nc2c1c(=O)[nH]c(=O)n2C	3	10	0.3	-11	-14	-14	101	2.0	1.9	-2	2.0
COc1ccc2[nH]c(=O)c(CN(c3ccc(C)c(C)c3)S(C)(=O)=O)cc2c1	1	-9	4.1	23	-11	-5	101	2.0	-4.7	1	0.8
CCCCCC(=O)Nc1ccc(C(=O)COC(=O)c2ccccn2)cc1	-4	-17	2.6	4	-8	2	95	-0.8	-0.6	-1	0.6
Cc1nc(N)sc1-c1csc(Nc2cccc(C(=O)O)c2)n1	-2	-8	2.1	-4	-21	-11	117	nt	0.9	3	nt
COC(=O)CC1=NN(c2ccc(OC)cc2)C(=O)/C1=C\c1ccc(Cl)cc1	5	-5	4.4	22	-23	-5	127	1.1	-3.9	2	1.1
Cc1cc(C)nc(NS(=O)(=O)c2ccc(NC(=O)Nc3ccccc3)cc2)n1	0	-10	3.3	9	8	8	98	1.4	-1.6	-3	-1.1
CCOCc1nnc(NC(=O)CSc2ccc(C)cc2)s1	4	-20	1.4	9	11	-19	105	-0.2	-1.7	6	-1.1
CC(C)NC(=O)COC(=O)c1ccc(O)cc1	-2	6	3.0	6	2	-14	89	1.0	-1.0	-3	-0.9
Cc1cc(C)n(CC(O)COc2ccccc2C)n1 (configuration not stated)	-1	-10	1.8	5	0	-3	100	1.7	-0.9	1	-4.0
CCN(CC)c1nc(N)c2c(N)nc(OC)cc2c1C#N	-1	0	3.8	-7	0	5	104	1.1	1.1	1	0.4
O=C(O)CCCCCNC(=O)CSc1nnc(-c2ccco2)n1-c1ccccc1	6	24	0.7	3	19	0	103	2.9	-0.7	4	0.9
CNC(=O)c1c(Cl)cnn1-c1ccccc1	nt	6	3.8	nt	-1	nt	104	3.1	nt	nt	1.3
CCOCCCNC(=O)C(NC(=O)CNC(C)=O)c1ccc(Cl)cc1 (configuration not stated)	-1	164	2.8	1	22	23	100	0.6	-0.1	3	-2.4
Cc1ccsc1CN1CCC(C(=O)NCc2ccccc2Cl)CC1	-4	58	0.5	-2	4	-12	nt	0.8	0.5	-4	-1.7
Cc1ccc(S(=O)(=O)Nc2cccc(C(=O)N3CCCC3)c2)cc1F	-3	32	2.4	7	-217	5	101	-0.3	-1.5	2	1.1
CCOC(=O)c1cnc(-n2nc(C)cc2C)nc1NC	4	-7	-2.7	10	nt	1	90	-3.1	-1.9	-2	-2.2
Cc1c(CC(=O)N2CCC(C(=O)O)CC2)c(=O)oc2cc3c(cc12)CCC1(CCCCC1)O3	-4	-9	2.5	8	7	12	100	2.9	-1.5	2	-0.2
CCN=C1SC(CC(=O)NCCc2ccc(OC)c(OC)c2)C(=O)N1CC (configuration not stated)	-7	253	2.0	13	22	-44	88	2.4	-2.3	-4	-0.2
Cc1cccc2c3nc4ccccc4nc3n(CCCN3C(=O)c4ccccc4C3=O)c12	0	nt	0.7	-3	7	6	83	nt	0.6	-3	nt
CCCN(CC(=O)Nc1ccccc1C)C(=O)c1ccc2c(c1)S(=O)(=O)N=C1CCCCCN12	6	-18	4.7	8	-12	-3	103	1.3	-1.5	1	0.3
COc1cc(C(=O)NNC(=O)COc2ccc(Br)cc2)ccc1OCC(=O)N1CCOCC1	-7	nt	7.2	4	-4	-2	nt	nt	-1.0	1	nt
Cc1ccccc1NC1=C(Cl)C(=O)OC1OC(C)C (configuration not stated)	11	nt	3.5	9	nt	-14	nt	3.5	-1.5	5	-2.0
Nc1ccc(N2CCOCC2)c(S(=O)(=O)Nc2ccccc2Cl)c1	-5	4	2.9	1	-1	-5	nt	1.5	-0.2	2	0.4
Cc1nn2c(-c3ccncc3)ccnc2c1Cl	-1	-8	1.5	-4	12	3	111	-0.3	0.9	-1	0.2
CCCn1nnnc1NC(=O)c1ccc(C)cc1Cl	0	35	-3.4	10	3	11	124	-3.3	-1.7	3	-3.2
O=C(CC1Oc2ccccc2NC1=O)NCCCN1CCCC1=O (configuration not stated)	4	337	4.1	4	10	-12	104	2.2	-0.8	4	1.8
OCCCCNCc1ccc(OCc2ccc(Cl)cc2Cl)cc1	3	35	0.5	-24	1	-25	93	0.3	4.3	-1	-1.4
CC(=O)c1c(C)[nH]c(C(=O)NCCc2ccc(Cl)cc2)c1C	-11	-9	5.3	8	1	-5	99	1.0	-1.5	2	2.4
COc1ccccc1CNC(=O)COC(=O)c1ccccc1SCC(=O)N1CCCC1	-4	-17	2.1	6	nt	6	102	-0.2	-1.1	-2	0.2

Single records (already shown):
Listed for Cc1cccc2c3nc4ccccc4nc3n(CCCN3C(=O)c4ccccc4C3=O)c12 → PKA-R1A act: 0; SUMO Mot1 rescue: nt; phage Ecoli inh: 0.7; MOR-DOR inv ag: -3; PfHsp90 yeast 2: 7; HTR5A inv ctr: 6; DSG3 Ab inh: 83; AddAB inh: nt; MOR-DOR ag: 0.6; HTR5A ag: -3; E coli growth: nt
Listed for COc1cc(C(=O)NNC(=O)COc2ccc(Br)cc2)ccc1OCC(=O)N1CCOCC1 → PKA-R1A act: -7; SUMO Mot1 rescue: nt; phage Ecoli inh: 7.2; MOR-DOR inv ag: 4; PfHsp90 yeast 2: -4; HTR5A inv ctr: -2; DSG3 Ab inh: nt; AddAB inh: nt; MOR-DOR ag: -1.0; HTR5A ag: 1; E coli growth: nt

(cont.)
SMILES	PKA-R1A act	SUMO Mot1 rescue	phage Ecoli inh	MOR-DOR inv ag	PfHsp90 yeast 2	HTR5A inv ctr	DSG3 Ab inh	AddAB inh	MOR-DOR ag	HTR5A ag	E coli growth
COc1cc(C(C(=O)NC2CCCC2)N(Cc2ccccc2)C(=O)c2snc(C(N)=O)c2N)ccc1O (configuration not stated)	2	103	0.4	-2	19	11	106	-3.8	0.2	-1	-1.1
Cc1ccc(C)c(NC(=O)CCN2CC(C)OC(C)C2)c1 (configuration not stated)	-10	267	2.8	10	-5	6	109	-0.5	-1.7	3	-0.9
Cc1nn(-c2ccccc2)c(C)c1/C=N/NC(=O)c1cnccn1	-10	5	3.5	10	3	3	108	0.4	-2.0	1	1.4
Cc1ccc(-c2[nH]c3ccccc3c2C(C[N+](=O)[O-])c2ccco2)cc1 (configuration not stated)	9	121	1.5	-71	5	2	95	-0.8	12	1	0.4
CCCCn1c(N)c(N(CC(C)C)C(=O)c2ccncc2)c(=O)[nH]c1=O	8	73	0.5	3	-28	-3	96	-0.5	-0.4	1	-0.4
O=C(CSCc1ccccc1)N/N=C/c1cc2c(cc1Br)OCO2	-4	92	3.5	-19	-6	-7	nt	-0.3	3.9	4	0.5
O=C(Cn1c(=O)oc2cc(S(=O)(=O)N3CCc4ccccc43)ccc21)NC1CCCC1	0	-5	2.9	3	15	0	104	1.7	-0.6	0	-0.1
CC(C)(C)c1ccc(OCC(=O)N/N=C/c2ccsc2)cc1	-12	33	2.6	-23	nt	-7	104	3.7	4.4	2	3.3
CC(C)c1ccc(N(CC(=O)NC(C)(C)C)C(=O)CCC(=O)Nc2nccs2)cc1	-14	-14	-0.6	16	9	12	96	-0.4	-3.3	-3	0.3
CCOC(=O)C1CCN(S(=O)(=O)c2c(C)n[nH]c2C)CC1	-7	-6	-0.5	10	-5	-9	104	-2.2	-2.1	1	-3.0
COc1ccc(N2CCN(c3ccc(N)cc3C#N)CC2)cc1	-2	287	1.0	0	9	4	113	2.7	0.0	3	-0.5
Cc1cc(N2C(=O)C(O)=C(C(=O)c3ccco3)C2c2ccc(Cl)cc2)no1 (configuration not stated)	-8	-11	-1.3	16	6	5	88	3.0	-3.2	-2	-0.1
CC(=O)c1cccc(NC(=O)CSCc2ccccc2)c1	7	nt	3.4	-23	2	0	99	-0.3	4.6	0	-0.8
COC(C[C@H](O)[C@@H](C)[C@@H](O)COCc1ccccc1)OC	-14	nt	0.5	7	26	-22	106	nt	-1.1	2	nt
COc1ccccc1OCC(=O)NNC(=O)c1ccc2c(=O)n3c(nc2c1)CCC3	4	1	-1.6	6	16	-1	111	-0.3	-1.1	6	-2.4
CC(C)CC(OC(=O)c1ccco1)C(=O)NC1CCCC1 (configuration not stated)	7	6	5.5	13	17	4	97	0.1	-2.5	-2	1.0
CCC(O)(c1ccc(OC)cc1)C(CN1CCOCC1)c1ccccc1 (configuration not stated)	3	-19	3.8	0	-35	5	99	-1.7	0.0	-2	-1.7
O=C(NN=C1CCCC1)c1cccc(Br)c1	-8	6	0.2	10	1	-13	96	1.3	-2.2	4	1.5
COC(=O)CN1C(=O)Nc2ccc(Br)cc2C1c1ccccc1Cl (configuration not stated)	-2	nt	nt	-28	-27	-20	99	-0.1	4.7	6	-2.3
CC1(NC(=O)c2ccccc2)CCN(CCCc2ccccc2)C1=O (configuration not stated)	-11	-9	2.7	14	4	4	88	-1.0	-2.4	-1	-0.3

Compound activity as filed in PubChem.
